# Source: PubChem
# Vif imaging: inhibitors of HIV Vif | HEK293T cells, Vif self-association by quenched fluorescence, imaging, 24 h | inhibition, % at 7.49 µM | actives 0.35% (n = 340,000); in the data active = inhibition above about 50%, passing the limit was not always enough; note: some results filed as inactive read as strong as hits
# H9c2 protect: modulators protecting cardiomyocytes from myocardial damage | H9c2 cardiomyocytes, H2O2 injury protection, ATPLite, 2 h | actives 0.63% (n = 360,000) | protection from H2O2 cell death, % at 20 µM;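 active = compounds giving at least 50% protection of heart cells from peroxide-induced death in the single-dose screen, raw or plate-pattern-corrected value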;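 note: 0% = DMSO wells with peroxide and 100% = DMSO wells without peroxide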
# hiPSC survival: hiPSC single-cell survival enhancement; ATPlite luminescence; 100% = ROCK inhibitor wells, 0% = DMSO; actives 0.044% (n = 360,000); survival enhancement, % at 20 µM; in the data active = survival enhancement above about 18%;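 note: cells exposed to compounds for 16 hours before the ATP read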
# aDG glyco up: increases alpha dystroglycan glycosylation | Pro5-aDG cells, alpha-DG glycosylation AlphaScreen (IIH6); 0% Pro5, 100% B10-LARGE cell signal | activation, % at 10 µM | actives 0.22% (n = 360,000) | AID 624168;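 active = activation of at least 8% versus controls, or a plate z-score of at least 8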;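 note: Pro5 are CHO cells carrying HIG-tagged alpha-DG that lacks glycosylation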
# Granule exo inh: blocks lytic granule exocytosis; AID 651702; inhibition, % at 10 µM; TALL-104 LAMP-1 surface exposure, flow cytometry; cells stimulated with thapsigargin and PMA; actives 0.66% (n = 360,000);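 active = inhibition above about 55%, limit read from the data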
# ABCB6 inh MLPCN: blocks the human ABCB6 transporter; Q9NP58; K562-ABCB6 porphyrin accumulation, flow cytometry, 1 h; hits give low values; fluorescence ratio to DMSO, % at 10 µM; actives 0.19% (n = 360,000); AID 602162;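 active = fluorescence ratio to DMSO below 75%, the collection mean minus 3 SD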;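 note: signal is porphyrin accumulated inside mitochondria; 100% equals median channel fluorescence of DMSO control wells; lower ratio means ABCB6 inhibition with less porphyrin fluorescence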
# HTR2A ag: activates the mouse 5-HT2A serotonin receptor; actives 0.66% (n = 360,000); CHO-K1 mHTR2A beta-arrestin complementation, luminescence; percent of 30 µM serotonin response; activation, % at 7.6 µM; P35363; AID 624169;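 active = activation above a run cutoff, the mean activation of all tested compounds plus 3 SD, cut at about 14% in these data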;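 note: 0% = plate median of compound wells and 100% = 30 µM serotonin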
# Target sequence (P35363 whole entry, looked up): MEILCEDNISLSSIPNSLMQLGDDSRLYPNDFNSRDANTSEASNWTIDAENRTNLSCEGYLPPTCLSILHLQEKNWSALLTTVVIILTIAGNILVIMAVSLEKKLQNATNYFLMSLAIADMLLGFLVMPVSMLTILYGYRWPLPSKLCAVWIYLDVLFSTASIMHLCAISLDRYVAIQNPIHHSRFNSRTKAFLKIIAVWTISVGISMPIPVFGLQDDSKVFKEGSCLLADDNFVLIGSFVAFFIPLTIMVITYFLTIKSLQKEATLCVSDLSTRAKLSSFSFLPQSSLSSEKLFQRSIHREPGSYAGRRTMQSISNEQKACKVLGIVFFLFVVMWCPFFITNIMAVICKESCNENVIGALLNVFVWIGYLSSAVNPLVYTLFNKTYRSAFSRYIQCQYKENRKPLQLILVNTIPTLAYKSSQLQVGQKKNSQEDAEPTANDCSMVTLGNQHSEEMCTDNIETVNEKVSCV
# Glyco luc inh: blocks N-linked glycosylation in D54 reporter cells; D54 ERlucT glycosylation luciferase reporter, 24 h; percent of 100 nM tunicamycin response; reporter increase, % at 12.5 µM; actives 0.23% (n = 360,000);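 active = mean luciferase reporter signal, scaled so untreated is 0 and the glycosylation-blocking control 100, at or above a set limit in every replicate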;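 note: luciferase carries N-glycosylation sites so blocking glycosylation raises the light; 0% = median of neutral control wells and 100% = median of 100 nM tunicamycin wells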
# PDI inh: PDI (human) enzyme inhibition. P07237. PDI insulin aggregation turbidity, A650, 90 min. inhibition, % at 10 µM. actives 0.052% (n = 350,000). AID 588391;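 active = mean inhibition across replicates of 30% or more, whatever share of single replicates reach that level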;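 note: absorbance from insulin aggregation driven by PDI reduction with DTT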
# Target sequence (P07237 whole entry, looked up): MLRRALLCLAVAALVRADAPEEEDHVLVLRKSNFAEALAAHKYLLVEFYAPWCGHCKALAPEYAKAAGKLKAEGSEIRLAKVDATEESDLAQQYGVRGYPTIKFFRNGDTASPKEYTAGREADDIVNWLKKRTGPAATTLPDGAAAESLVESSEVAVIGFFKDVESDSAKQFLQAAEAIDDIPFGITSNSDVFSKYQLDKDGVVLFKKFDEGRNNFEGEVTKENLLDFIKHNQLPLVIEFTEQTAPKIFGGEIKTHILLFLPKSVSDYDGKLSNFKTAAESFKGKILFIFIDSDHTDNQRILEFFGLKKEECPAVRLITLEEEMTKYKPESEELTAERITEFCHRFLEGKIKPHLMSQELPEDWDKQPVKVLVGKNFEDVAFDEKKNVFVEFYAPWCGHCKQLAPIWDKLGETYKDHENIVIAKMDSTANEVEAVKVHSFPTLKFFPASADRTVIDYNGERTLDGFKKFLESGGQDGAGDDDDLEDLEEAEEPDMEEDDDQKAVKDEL
# CaV13 ICDI inh: Primary screen for inhibitors of IQ motif and Ca2+-dependent inactivation inhibitor domain binding in CACNA1D, Förster resonance energy transfer in living cells, … | AID 743397 | actives 0.098% (n = 340,000) | HEK cells, CFP/YFP FRET ICDI-IQ, plate reader, 10 min; percent FRET-ratio fall versus neutral wells | inhibition, % at 12.3 µM;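 active = mean replicate inhibition of at least 30% and at least 1% of replicates passing that level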;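 note: 0% = median of the neutral control wells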
# * marks the source's active call; other numbers are inactive results; . = not tested or not shown.
(1) CS(=O)(=O)c1ccccc1C(=O)N1CCN(S(=O)(=O)c2ccc(C3CCCCC3)cc2)CC1
(2) Cc1ccc(OCCCc2c(C)n[nH]c2C)cc1
(3) CCOc1ccc(NC(=O)CC2C(=O)NCCN2C(=O)c2ccc(Cl)cc2)cc1 (centres undefined)
(4) Cc1cc(C)n(-c2nc(-c3ccccc3)cs2)n1
(5) CCOc1ccccc1Oc1c(C)oc2c(CN3CCN(C)CC3)c(O)ccc2c1=O
(6) CC(=O)Nc1c([N+](=O)[O-])cc2[nH]c(=O)[nH]c2c1[N+](=O)[O-]
(7) S=C1Nc2ccccc2CS1
(8) O=C1N=NC(=O)N1c1ccccc1
(9) O=C(NCc1ccccc1F)C1CCCN1C(=O)NC1CCCCC1 (centres undefined)
(10) O=C1CC(c2ccc(Cl)cc2)CC(O)=C1C=NCCO (centres undefined)
assay / entry	1	2	3	4	5	6	7	8	9	10
Vif imaging	-4	-2	8	8	1	-4	-1	-5	5	-2
H9c2 protect	0	-23	13	-8	6	3	6	7	-2	-2
hiPSC survival	-0.5	1.7	0.0	-3.0	-4.7	0.0	-2.2	-2.0	-0.5	-0.5
aDG glyco up	0.0	0.2	-0.2	-0.2	0.0	1.2	-0.1	-0.2	-0.3	-0.2
Granule exo inh	10	-2	1	9	-1	14	2	3	7	-6
ABCB6 inh MLPCN	96	94	100	89	100	99	96	100	95	96
HTR2A ag	5	-4	-3	0	1	-4	3	2	3	-2
Glyco luc inh	-2	-1	2	-2	-2	0	1	3	1	-2
PDI inh	10	1	3	4	2	0	-2	-5	-3	-1
CaV13 ICDI inh	-6	-4	-6	.	-8	-7	-7	-5	-5	-10

(11) CC1(C)COC(c2ccc3c(c2)OCO3)OC1
(12) CN(Cc1cccc2ncccc12)C(=O)CC1C(=O)NCCN1Cc1ccc(F)cc1 (centres undefined)
(13) COc1ccccc1CCNC(=O)CSCC(=O)Nc1ccccc1F
(14) Oc1ccc(-c2nc3cnccn3c2Nc2ccc3c(c2)OCCO3)cc1
(15) NC(=O)CC(NC(=O)Cc1cccc2ccccc12)c1ccc(N2CCC(Br)CC2)c([N+](=O)[O-])c1 (centres undefined)
(16) COc1ccc(NC(=O)CSc2n[nH]c(-c3ccccn3)n2)cc1
(17) COC(=O)C=C1CCC2C3CCC4=CC(=O)C(Br)CC4(C)C3C(=O)CC12C (centres undefined)
(18) CNS(=O)(=O)c1cc2c3c(cccc3c1)C(=O)NC2=O
(19) O=C(Nc1ccc(Cl)c(Cl)c1)N(CCCN1CCOCC1)Cc1cccs1
(20) NC(=O)CSC1=N/C(=C\c2ccco2)C(=O)N1c1ccc(OC(F)F)cc1
assay / entry	11	12	13	14	15	16	17	18	19	20
Vif imaging	13	-3	-8	.	-3	-5	6	29	-14	5
H9c2 protect	-1	4	0	3	3	18	1	58*	-5	-1
hiPSC survival	-1.7	-1.6	2.5	0.0	-1.4	-0.2	-4.8	-0.6	-0.6	-1.3
aDG glyco up	0.1	-0.1	-0.3	-0.1	-0.1	0.2	1.1	-0.4	-0.1	0.4
Granule exo inh	5	-1	7	6	-2	-10	-3	-3	2	-1
ABCB6 inh MLPCN	99	103	99	98	103	94	107	94	98	99
HTR2A ag	3	-3	1	7	-7	-5	-1	3	-1	-1
Glyco luc inh	0	0	0	11	-1	0	-6	-4	-2	-2
PDI inh	-2	0	5	.	3	-3	1	-5	5	1
CaV13 ICDI inh	-5	-5	-6	-3	-5	-3	-28	-1	-6	-2

# Single values from above.
# `NC(=O)CSC1=N/C(=C\c2ccco2)C(=O)N1c1ccc(OC(F)F)cc1` in aDG glyco up = 0.4
# `CNS(=O)(=O)c1cc2c3c(cccc3c1)C(=O)NC2=O` in hiPSC survival = -0.6

# (further entries)
(21) CCOc1ccc(-c2cccc(NS(=O)(=O)c3cccc([N+](=O)[O-])c3)c2)nn1
(22) CCN(CC(=O)Nc1ccccc1C(F)(F)F)C(=O)Cn1c(=O)cnc2ccccc21
(23) Cc1cccc(C)c1N(CC(=O)Nc1cc(Cl)ccc1Oc1ccccc1)S(C)(=O)=O
(24) COc1cc(C(=O)N2CCC(n3cnc4cc(F)ccc43)CC2)cc(OC)c1OC
(25) CNc1nnc(C(F)(F)F)s1
(26) O=c1c2c(n3cnnc3n1C1CCCCC1)-c1ccccc1CC21CCCCC1
(27) COc1ccc(/C=C2\SC(=O)N(CCC(=O)NCCCn3ccnc3)C2=O)cc1
(28) O=C(c1cc(C2CC2)nn1-c1ccccc1)N1CCN(c2ccc(O)cc2)CC1
(29) CC(C)NC(=O)Nc1ccc2c(c1)C(=O)N([C@H](C)CO)C[C@H](C)[C@@H](CN(C)C(=O)Nc1ccc3c(c1)OCO3)O2
(30) COC(=O)C[C@H]1CC[C@H](NS(=O)(=O)c2cn(C)cn2)[C@@H](CO)O1
assay / entry	21	22	23	24	25	26	27	28	29	30
Vif imaging	25	.	-4	3	-5	0	-4	-2	-3	.
H9c2 protect	-5	0	-13	2	-2	3	-17	1	0	.
hiPSC survival	-1.5	-0.2	6.8	-3.6	-0.6	-1.0	-0.6	1.2	-1.0	.
aDG glyco up	0.0	0.5	1.0	-0.1	-0.2	-0.2	0.2	0.2	-0.2	1.4
Granule exo inh	-1	0	-1	3	-7	-1	-4	-2	1	2
ABCB6 inh MLPCN	93	93	99	98	91	95	92	99	105	.
HTR2A ag	1	11	-1	8	1	4	8	-5	0	8
Glyco luc inh	-1	3	-2	-1	1	-3	1	0	4	.
PDI inh	0	2	1	-6	13	-3	-2	0	5	.
CaV13 ICDI inh	-19	-6	.	-9	-3	-6	-5	-5	-4	-5

# Retrieved by structure from the entries so far:
(19) O=C(Nc1ccc(Cl)c(Cl)c1)N(CCCN1CCOCC1)Cc1cccs1
(22) CCN(CC(=O)Nc1ccccc1C(F)(F)F)C(=O)Cn1c(=O)cnc2ccccc21
(27) COc1ccc(/C=C2\SC(=O)N(CCC(=O)NCCCn3ccnc3)C2=O)cc1
(21) CCOc1ccc(-c2cccc(NS(=O)(=O)c3cccc([N+](=O)[O-])c3)c2)nn1
assay / entry	19	22	27	21
Vif imaging	-14	.	-4	25
H9c2 protect	-5	0	-17	-5
hiPSC survival	-0.6	-0.2	-0.6	-1.5
aDG glyco up	-0.1	0.5	0.2	0.0
Granule exo inh	2	0	-4	-1
ABCB6 inh MLPCN	98	93	92	93
HTR2A ag	-1	11	8	1
Glyco luc inh	-2	3	1	-1
PDI inh	5	2	-2	0
CaV13 ICDI inh	-6	-6	-5	-19

# (more compounds)
(31) Cc1ccn2cc(CCNS(=O)(=O)c3ccc([N+](=O)[O-])cc3)nc2c1
(32) Cc1cc(C(=O)OCCO)c(C#N)c(N)n1
(33) CCOC(=O)[C@H]1[C@H]2COc3ccccc3[C@@H]2N2C(=O)c3ccc(C)cc3NC(=O)[C@@]12C
(34) COc1ccccc1Cc1c(-c2ccc(Cl)cc2)nc2ccc(Cl)cn12
(35) O=C1NC2(CCCCCC2)C(=O)N1Cc1ccc([N+](=O)[O-])cc1
(36) CCOC(=O)C1=C(C)Nc2nnnn2C1c1ccccc1Cl (centres undefined)
(37) COc1ccc(CC(=O)NC2CCSc3ccccc32)c(OC)c1 (centres undefined)
(38) COc1cc(C(=O)N2CCN(c3cc(Cl)ccc3Cl)CC2)cc(OC)c1OC
(39) COc1ccc(Nc2nc(C(C)(C)C)nc3c2nnn3Cc2ccccc2Cl)cc1OC
(40) O=C(O)CC12C[C@H]3C[C@@H](C1)CC(n1ncc(N4CCN(c5ccccc5)CC4)c(Cl)c1=O)(C3)C2
assay / entry	31	32	33	34	35	36	37	38	39	40
Vif imaging	2	3	15	.	2	-3	-3	-2	-1	-13
H9c2 protect	0	3	2	1	8	2	4	3	-23	-2
hiPSC survival	-0.6	3.4	-1.3	-3.2	0.0	-2.9	0.4	-3.3	-1.9	-0.5
aDG glyco up	0.0	-0.3	0.0	0.0	-0.2	0.0	0.2	0.0	-0.3	-0.4
Granule exo inh	1	1	-5	-6	2	0	4	1	0	2
ABCB6 inh MLPCN	94	104	100	115	93	98	100	98	102	99
HTR2A ag	-5	0	6	0	0	4	-7	-1	4	-2
Glyco luc inh	2	0	0	1	0	-1	-1	15	-1	0
PDI inh	-6	3	0	.	8	2	-3	.	4	9
CaV13 ICDI inh	-5	-6	-2	-4	0	-5	-3	-7	-5	-5

(41) CC(C)(C)c1cnnn1-c1ccc(NC(=O)c2ccc(Br)o2)cc1
(42) Cc1cccc([N+](=O)[O-])c1NC(=O)COC(=O)c1nc2nccc(C)n2n1
(43) O=C(/C=C/c1ccccc1[N+](=O)[O-])NCC1CCCO1 (centres undefined)
(44) c1ccc(-c2nnc(CN3CCN(C(c4ccccc4)c4ccccc4)CC3)o2)cc1
(45) CCCCN(CCCC)CC(O)Cn1c2ccccc2c(=O)c2ccccc21 (centres undefined)
(46) COc1ccccc1-c1cnc(C(O)c2ccc(CN3CCCCC3)cc2)[nH]1 (centres undefined)
(47) CCCCNC(=S)NNC(=O)c1csc(C)c1CC
(48) COCc1c(C(=O)NCC2COc3ccccc3O2)oc2ccccc12 (centres undefined)
(49) COc1cc(C(=O)NCCOc2ccc(C)c(C)c2)cc(OC)c1OC
(50) CC(Sc1nnnn1C1CC1)C(=O)Nc1cccc(S(=O)(=O)N2CCOCC2)c1 (centres undefined)
(51) Cc1cc(C)cc(NC(=O)Nc2ccc(N3CCCCC3)cc2)c1
(52) Cc1ccccc1C(=O)NC(=S)NCC1CCCO1 (centres undefined)
assay / entry	41	42	43	44	45	46	47	48	49	50	51	52
Vif imaging	-4	-3	-3	.	5	1	-5	-11	-2	1	-14	-8
H9c2 protect	1	4	6	2	-4	5	8	-7	-7	2	2	6
hiPSC survival	3.8	-2.2	0.3	-0.8	-0.8	1.2	-0.7	0.8	0.0	0.8	-0.5	4.7
aDG glyco up	0.3	0.0	-0.1	6.8*	0.0	0.1	0.0	0.1	0.2	0.0	-0.2	0.1
Granule exo inh	-2	-8	-7	0	12	-1	6	-3	-9	-9	-3	6
ABCB6 inh MLPCN	94	103	100	94	99	97	98	98	97	99	97	102
HTR2A ag	1	12	-3	-1	-3	1	-1	-6	-2	4	-3	-2
Glyco luc inh	-2	-1	4	0	1	-2	-1	-3	0	-2	-1	1
PDI inh	0	6	-5	.	6	10	-11	-1	-3	-1	0	-8
CaV13 ICDI inh	.	-2	-6	-6	107*	-6	-5	-3	-3	-5	-4	-3

# The order is random. About 3.1% of those tested had a hit in this group.
